Compound activity (PubChem BioAssay)
FEN1 inhibitor – blocks human flap endonuclease 1; P39748; Recombinant FEN1 flap cleavage, fluorescence, 15 min; Potency, µM (titrated, usually from 114 µM), for the others: at the highest dose activity change, negative = inhibition, usual class: inhibitors; hit rate 0.35% among 390,000; active = well fitted inhibition curve with a large enough effect; inconclusive = small, poorly fitted or top-dose-only effect; inactive = no such curve, though single readings can be large or run the other way; also: nearly all actives have a fitted effect of over 65% in size
Target sequence (P39748 whole entry, looked up): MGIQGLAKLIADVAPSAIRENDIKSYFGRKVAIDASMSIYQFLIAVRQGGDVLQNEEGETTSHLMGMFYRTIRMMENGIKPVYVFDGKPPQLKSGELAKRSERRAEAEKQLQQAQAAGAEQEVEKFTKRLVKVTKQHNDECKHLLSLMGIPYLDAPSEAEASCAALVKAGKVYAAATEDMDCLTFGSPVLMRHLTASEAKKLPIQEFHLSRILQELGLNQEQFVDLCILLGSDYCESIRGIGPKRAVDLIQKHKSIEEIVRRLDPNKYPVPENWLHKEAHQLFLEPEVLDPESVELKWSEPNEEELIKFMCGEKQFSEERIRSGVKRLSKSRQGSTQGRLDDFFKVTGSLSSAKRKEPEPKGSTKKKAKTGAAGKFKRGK
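Quantitative HTS format: each compound was titrated, incubated with 10 nM nuclease for 15 min at room temperature, then challenged with flap substrate at 50 nM final. Signal change over 15 min gave concentration–effect curves.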
The depositor's hits bear a star; ? = inconclusive; & = joins results of further samples; [ ] = dose if it differs, or a comment. % is scaled to controls: 0 for no effect and ±100 for the full control effect; potency is read from the fitted curve at half-maximal effect.

SMILES	FEN1 inhibitor
O=C(O)C[C@H]1c2cc(C(F)(F)F)ccc2S(=O)(=O)N1C1CCCCC1	-18%&16%
O=C(Sc1ccc(Cl)cc1)c1ccccn1	-24%
Cc1cc(C)c(-c2c(N)cc(Br)cc2Br)c(N)c1	-9%
CCN(CC(=O)Nc1ccc(NC(C)=O)cc1)C(=O)c1ccc(S(=O)(=O)N2CCCC2)cc1	4%
C=CCN(CC(=O)c1sc(C(=O)OCC)nc1C)c1cccc(Br)c1	-8%
COc1ccc(CNCCS(=O)(=O)NCc2ccc(OC)cc2)cc1	-16%
COc1cc2nc(N3CCN(C)CC3)nc(NC3CCN(C)CC3)c2cc1OC	?
CC(C)Cc1ccc(C2=CSC3=NCCN23)cc1	-9%
CC(OC(=O)c1cccc(-n2cnnn2)c1)C(=O)Nc1ccc(F)c(F)c1F (stereo not given)	-1%
O=C(O)C(C1CCCCC1)C1(O)CCCC1 (stereo not given)	6%
O=c1[nH]c(-c2ccccc2)nc(-c2ccccc2)c1Cl	6%
CN(C)CCn1c(COc2ccccc2)nc2ccccc21	3%
CC1(c2nnc(-c3cccc(Cl)c3)o2)CC(c2cccc(F)c2)=NO1 (stereo not given)	-20%
N#Cc1nc(-c2ccc(OCc3ccc(Cl)cc3)cc2)oc1N1CCCCC1	-5%
C=C1[C@H]2O[C@H]2[C@@H](OC(C)=O)[C@@]2(C)[C@@H](OC(C)=O)C[C@@H](OC(C)=O)[C@@](C)(O)[C@@H]2[C@@H](OC(C)=O)[C@@]2(O)[C@@H](C)C(=O)O[C@H]2[C@H]1Cl	12%
O=S(=O)(SC1=NCCN1)c1ccccc1	-1%
CNc1ccc(/C=C/c2ccnc3ccccc23)cc1	-35%
O=C(NC1CC1)C1=C[C@H](c2coc3ccccc3c2=O)C[C@H](OCCCCO)O1	15%
CC(C)(C)c1cc(NC(=O)CCSc2nnc3ccccn23)cc(C(C)(C)C)c1	-1%
COc1ccc(N2CCN(C(=S)NCCc3ccccc3)CC2)cc1	2%
CC1CN(Cc2ccco2)C(=S)N(c2ccccc2)C1=O (stereo not given)	2%
O=C(CCN1CCC2CCC(C2)C1)c1ccccc1 (stereo not given)	7%
COCCn1c(=NC(=O)CCS(=O)(=O)c2ccccc2)sc2ccccc21	0%
Cc1cccc(C)c1OCC(=O)Nc1oc(-c2ccccc2)c(-c2ccccc2)c1C#N	-12%
Fc1ccccc1COc1cccc2cccnc12	-6%
O=Cc1cccnc1SCc1ccccc1	1%
OCCOCCn1c(C2CCCN2c2nc(-c3ccc(F)cc3)cs2)nc2cc(Cl)c(Cl)cc21 (stereo not given)	-21%
O=c1[nH]c(=S)[nH]c(O)c1/C=C1\C=Nc2ccccc21	-11%
CCCC(C)Sc1nc2c([nH]1)c(=S)n(C)c(=O)n2C (stereo not given)	-3%
CCOC(=O)/C=C1/SCC(=O)N1Cc1ccc(Br)cc1	-19%

Two entries drawn at random from the list so far:
SMILES	FEN1 inhibitor
COc1ccc(N2CCN(C(=S)NCCc3ccccc3)CC2)cc1	2%
OCCOCCn1c(C2CCCN2c2nc(-c3ccc(F)cc3)cs2)nc2cc(Cl)c(Cl)cc21 (stereo not given)	-21%

Quoted from the listing.
Under FEN1 inhibitor, `CNc1ccc(/C=C/c2ccnc3ccccc23)cc1` is listed with -35%
Under FEN1 inhibitor, `CC1CN(Cc2ccco2)C(=S)N(c2ccccc2)C1=O` (stereo not given) is listed with 2%
Under FEN1 inhibitor, `Fc1ccccc1COc1cccc2cccnc12` is listed with -6%
Under FEN1 inhibitor, `O=C(CCN1CCC2CCC(C2)C1)c1ccccc1` (stereo not given) is listed with 7%
Under FEN1 inhibitor, `Cc1cccc(C)c1OCC(=O)Nc1oc(-c2ccccc2)c(-c2ccccc2)c1C#N` is listed with -12%

Later entries:
SMILES	FEN1 inhibitor
COc1ccc2c(c1)O/C(=C\c1ccccc1O)C2=O	8%
C(=C\c1ccc2ccccc2n1)/c1ccc2ccccc2n1	9%
COC(C/C=C\[C@H](O)COCc1ccccc1)OC	1%
O=C(NN1CCOCC1)c1cccc(F)c1	21%
C1CCN(CC2CCCCN2)CC1 (stereo not given)	8%
COC(=O)/C=C/c1ccc2c(c1)S(=O)(=O)N(C1CCCC1)[C@H]2CC(=O)OC	-5%
Cc1ccc(Nc2ncnc3nc[nH]c23)cc1	-10%
Cc1ccccc1C(=O)NCC(C)NC(=O)c1ccccc1C (stereo not given)	6%
CCOC(=O)c1ccc(NC(=O)c2c(N)n(C)c(=O)n(C)c2=O)cc1	-12%
CN(CC(=O)Nc1cccc(F)c1)C(=O)c1cccc(S(=O)(=O)N2CCN(c3ccc(F)cc3)CC2)c1	-1%
OC(c1ccccc1)C(NCCNCc1ccccc1)c1ccccc1 (stereo not given)	-3%
CN(C)c1ccc(/C=C/c2ccnc3ccc(O)cc23)cc1	?
C[C@H](NS(=O)(=O)c1ccc(Cl)cc1)C(=O)OCC(=O)Nc1cc(S(=O)(=O)N2CCOCC2)ccc1Cl	-3%
CC(=O)Nc1ccc2c(c1)[nH]c(=O)c1ccccc12	-24%
CCOc1cccc(C2C=C(c3ccc4c(c3)OCO4)NC(c3ccc(F)cc3)N2)c1O (stereo not given)	-9%

Part of the list above, bar-delimited:
SMILES | FEN1 inhibitor
COC(=O)/C=C/c1ccc2c(c1)S(=O)(=O)N(C1CCCC1)[C@H]2CC(=O)OC | -5%
Cc1ccc(Nc2ncnc3nc[nH]c23)cc1 | -10%
Cc1ccccc1C(=O)NCC(C)NC(=O)c1ccccc1C (stereo not given) | 6%
CCOC(=O)c1ccc(NC(=O)c2c(N)n(C)c(=O)n(C)c2=O)cc1 | -12%

Next section.
SMILES	FEN1 inhibitor
O=C(CN1CCN(S(=O)(=O)c2ccc3c(c2)OCCO3)CC1)Nc1ccccc1Br	-10%
O=C(Cc1ccc(OCC2CCCCC2)cc1)NO	-33%
Cc1cccc(CN2CCN(c3ccccn3)CC2)c1	5%
O=S(=O)(NCC(c1cccnc1)N1CCN(c2ccc(F)cc2)CC1)c1ccccc1 (stereo not given)	7%
CC(=O)Nc1cccc2c1Cc1cc([N+](=O)[O-])ccc1-2	4%
COc1ccc(Cn2c(=O)[nH]c3cc(C(=O)NCc4ccc5c(c4)OCO5)ccc3c2=O)cc1	-17%
Cc1ccc(OCC(COCc2ccccc2)NC(C)C)cc1 (stereo not given)	-20%
CCCNC(=O)CNC(=O)c1ccccc1OCC(=O)Nc1ccc(Br)cc1	-10%
Clc1cccc[n+]1CCCC[n+]1ccccc1Cl	79µM*
Cc1ccccc1C1CC(=O)c2ccccc2C1C (stereo not given)	-1%
CC1CCN2c3ccccc3CC3(C(=O)OC(C)(C)OC3=O)C2C1 (stereo not given)	-11%
COc1ccc(O)c(C(=O)CC(=O)c2cccnc2)c1	-1%
C=C1CCN([C@@H](CC(C)C)C(=O)NCCCc2ccccc2)S(=O)(=O)c2ccccc21	-11%
CCC(=O)c1cn([C@@H](CCC(OC)OC)CC(=O)OC(C)(C)C)cc1CC	18%
Cc1nnc2sc(SCC(=O)N3CCc4ccccc43)nn2c1=O	-1%

Filtered by structure, those above containing an aryl methoxy group
SMILES	FEN1 inhibitor
COc1ccc(CNCCS(=O)(=O)NCc2ccc(OC)cc2)cc1	-16%
COc1cc2nc(N3CCN(C)CC3)nc(NC3CCN(C)CC3)c2cc1OC	?
COc1ccc(N2CCN(C(=S)NCCc3ccccc3)CC2)cc1	2%
COc1ccc2c(c1)O/C(=C\c1ccccc1O)C2=O	8%
COc1ccc(Cn2c(=O)[nH]c3cc(C(=O)NCc4ccc5c(c4)OCO5)ccc3c2=O)cc1	-17%
COc1ccc(O)c(C(=O)CC(=O)c2cccnc2)c1	-1%

Next section.
SMILES	FEN1 inhibitor
COc1ccc(-c2ccc3oc(-c4ccsc4)cc3c2)cc1	19%
Cn1c(C(=O)NN)cc2cc(OCc3ccccc3)ccc21	14%
O=C(/C=C/c1ccccc1)Nc1ccc(S(=O)(=O)N2CCOCC2)cc1	7%
CCCCOCCCNC(=O)/C=C/c1ccccc1Cl	-16%
CC(=O)Nc1ccc(/C=C/C(=O)c2ccc(-n3nncc3-c3ccccc3)cc2)cc1	-2%
CCCCOc1ccc(S(=O)(=O)N2CCN(C)CC2)cc1	2%
COc1cccc(CN2Cc3cccc4c3[C@H](C=CC4)CC2=O)c1	-10%
Cc1cc(N(C)C)cc(C)c1C=O	1%
CCOCCn1c(=O)c2c(nc3n2CCN3c2ccc(C)cc2)n(C)c1=O	0%
Cc1csc[n+]1CC(=O)c1ccc(I)cc1	9%
[O-]C(=C(C(=S)Nc1cccc2ccccc12)[n+]1cccc(CO)c1)c1ccc(Cl)s1	3%
Cc1csc(N2CCCC2c2nc3cc(Cl)c(N4CCCCC4)cc3n2CCCO)n1 (stereo not given)	-16%
O=C(Cc1ccccc1)NC(CSSCC(NC(=O)Cc1ccccc1)C(=O)O)C(=O)O (stereo not given)	-11%
O=C(Cc1cccc(NC(=O)C2CCCN(C(=O)c3ccccc3)C2)c1)Nc1cccc(C(=O)N2CCOCC2)c1 (stereo not given)	-5%
Cc1ccc(NC2CNC(=O)NC2=O)cc1C (stereo not given)	44%[activator]
O=[N+]([O-])c1ccc(Nc2nc(NCCN3CCOCC3)nc(Nc3ccc(Cl)cc3)n2)cc1	-15%
Nc1nc(NCc2ccc(F)cc2)c2[nH]cnc2n1	-9%
COc1cc(C(=O)c2ccc3c(c2)OCO3)cc(OC)c1OC	1%
CC(C)c1ccc(NC(=O)c2cc3c([nH]c2=O)CC(C)(C)CC3=O)cc1	-10%
CN1CC2(Cc3cc([N+](=O)[O-])ccc31)C(=O)OC(C)(C)OC2=O	-5%
Cn1c(=O)c2c(nc(N3CCN(Cc4ccccc4)CC3)n2CC(=O)c2ccccc2)n(C)c1=O	4%
CC(=O)NC1=C(C#N)CCC1	4%
O=C1NC(=O)C2(N1)c1ccccc1-c1ccccc12	-1%
N#Cc1cn(Cc2ccco2)c(=O)[nH]c1=O	8%
CCCCN1CC[C@H]2C=CC[C@@H](C(=O)Nc3ccc(Cl)c(C(F)(F)F)c3)[C@H]2C1=O	3%&-9%
CCCCCCCCCC[n+]1cccc2cc(Br)ccc21	3%
COc1ccc(C(CNC(=O)CNC(=O)c2cccc(C)c2)N2CCCCC2)cc1 (stereo not given)	-4%
CCOC(=O)c1cccc(NC(=O)c2c(NCc3ccccc3)[nH]c(=O)[nH]c2=O)c1	-17%
COc1ccc(-c2ccc3oc(-c4ccc(OC)cc4)c(C#CC4(O)CCCCC4)c3c2)cc1	10%
CN(C)CCN1C(=O)c2cccc3cc([N+](=O)[O-])cc(c23)C1=O	20µM*
COc1ccc2c(c1)C/C(=C\c1ccc(N(C)C)cc1)C2=O	-13%
CCOc1ccc2nc(NCCCNS(=O)(=O)c3ccc(F)cc3)c(C#N)cc2c1	-7%
COCCNC(=O)c1c(CSc2ccc(Cl)cc2)noc1C(=O)NCc1ccccc1	-21%
O=C1[C@H](Cc2ccccc2)NC/C=C\C[C@H](c2ccc(Cl)cc2)N1Cc1ccc(Cl)cc1	?
CC(=O)Nc1cc2c3ccccc3n(C)c2cc1[N+](=O)[O-]	-1%
O=C1[C@H](Cc2ccccc2)NC/C=C\C[C@@H](c2ccc(Cl)cc2)N1Cc1ccccc1	-7%
COc1ccc(Cl)cc1Nc1cc(C)nc2ccccc12	-8%
Cn1nc(-c2cccnc2)nc2c(=O)n(C)c(=O)nc1-2	-10%
O=C(COc1ccccc1)Nc1ccc(F)cc1	-12%
CC(=O)Nc1cccc(/C(C)=N/Nc2ccc(S(=O)(=O)Nc3ccccc3C(=O)O)cc2[N+](=O)[O-])c1	79µM*
O=S(=O)(c1cccc2ccccc12)N1CCC2CC1c1cc(Cl)ccc12 (stereo not given)	7%
CCCCCCC(=O)N1CCN(c2cc3c(cc2F)c(=O)c(C(=O)O)cn3CC)CC1	-1%
Nc1ccc(-c2cnc(N)c(C(=O)c3cccnc3)n2)cn1	?
CCOC(=O)c1ncccc1NC(=O)CC(=O)Nc1cccnc1C(=O)OCC	-10%
O=C(C1=C[C@@H](c2ccc(C(F)(F)F)cc2)C[C@@H](OCCCCO)O1)N1CCCCCCC1	-15%
Cn1c(=O)c2[nH]c(SCCN3CCOCC3)nc2n(C)c1=S	10%
CCOc1ccc2nc(NC(=O)C3(C)CC3(Br)Br)sc2c1 (stereo not given)	-10%
Cc1c(N2C(=O)/C(=C/c3cccc4ccccc34)SC2=S)c(=O)n(-c2ccccc2)n1C	0%
CC(=O)c1c(C)oc2ccc(N(C(C)=O)S(=O)(=O)c3ccc(Br)cc3)cc12	-12%
CN1CCN(c2ccnc(N(C)CCCCCCN)n2)CC1	2%
CCn1cc(CN2CCC(n3nccc3NC(=O)C(OC)c3ccccc3)CC2)cn1 (stereo not given)	6%
COc1ccc(-n2c(N)cc(=O)nc2SCC(=O)NC2CCCCC2)cc1	2%
C=CCNC(=O)c1c(CSc2ccc(Cl)cc2)noc1C(=O)NCc1ccccc1	-13%
O=Cc1cccc2ccc3cccc(C(=O)O)c3c12	15%
Cc1nn(-c2ccccn2)c2c1C(=O)CC(C)(C)C2N=[N+]=[N-] (stereo not given)	1%
CN(C(=O)c1cccc(NC(=O)Cc2cccc(NC(=O)C3CCN(C(=O)C4CCCCC4)CC3)c2)c1)C1CCC1	-8%
CC(=NNc1nc2ccccc2s1)c1ncccn1	-2%
Fc1ccc(-c2nnc(-c3ccc4ccccc4c3)o2)cc1	-2%
CC(OC(=O)CSCC(=O)Nc1ccc(Cl)cc1)C(=O)N(C)Cc1ccccc1 (stereo not given)	13%
O=C(O)c1ccc(N=C2c3ccccc3-c3ccccc32)cc1	0%
O=C1C2CCCCN2C(=O)N1CCN1CCN(c2cccc(Cl)c2)CC1 (stereo not given)	-9%
CC(C)C[C@@H](CNCC(=O)[C@H](C)NC(=O)c1[nH]cnc1C(=O)N[C@H](CN)CC(C)C)NC(=O)c1nc[nH]c1C(=O)N[C@@H](C)C(=O)O	-1%

A portion of the library; count on the stated rates, not on these rows.
